Screens (PubChem BioAssay)
Bcl-W Bim block: human Bim-Bcl-W interaction inhibition; Q92843; bead-based flow cytometry, Bim peptide-Bcl-W binding; inhibition, % at 10 µM; 190,000 compounds, 0.02% hits; AID 952;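 also: 0% = bound tracer without compound and 100% = peptide blocker; higher means less fluorescent Bim peptide bound to Bcl-W beads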
Target sequence (Q92843 whole entry, looked up): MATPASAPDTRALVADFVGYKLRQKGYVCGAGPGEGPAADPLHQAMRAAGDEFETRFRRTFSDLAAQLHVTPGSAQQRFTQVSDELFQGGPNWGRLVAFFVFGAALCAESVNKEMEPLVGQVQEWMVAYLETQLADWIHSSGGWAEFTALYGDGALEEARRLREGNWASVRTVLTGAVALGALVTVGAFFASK
Bim-Bcl-B: inhibitors of Bim-Bcl-B interaction, human. Q9HD36. bead-based flow cytometry, Bim peptide-Bcl-B binding. inhibition, % at 10 µM. 190,000 compounds, 0.073% hits;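 also: 0% = tracer peptide without compound and 100% = reference inhibitor peptide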
Target sequence (Q9HD36 whole entry, looked up): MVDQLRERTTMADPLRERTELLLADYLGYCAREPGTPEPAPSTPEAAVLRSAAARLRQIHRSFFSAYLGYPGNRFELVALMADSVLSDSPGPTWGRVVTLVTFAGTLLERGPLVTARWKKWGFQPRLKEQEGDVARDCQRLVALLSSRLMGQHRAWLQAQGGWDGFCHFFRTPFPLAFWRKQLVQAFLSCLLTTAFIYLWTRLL
Bim-Mcl-1: human Bim-Mcl-1 interaction inhibition | Bead-based flow cytometry, Bim peptide-Mcl-1 binding | inhibition, % at 10 µM | 190,000 compounds, 0.1% hits;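 also: 0% = no compound tracer wells and 100% = peptide blocker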
Mcl1-Noxa inh: disrupts binding of human Mcl-1 to Noxa peptide. inhibition, % at 21.7 µM. TR-FRET Mcl-1/Noxa peptide binding, 2 h. Q07820. 220,000 compounds, 1.5% hits. AID 1022;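 active = compounds that cut the protein-peptide binding signal by more than 50% relative to plate controls in a single-dose test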;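 also: His-tagged Mcl-1 with rhodamine Noxa BH3 peptide and terbium anti-His antibody; 0% = Mcl-1 plus Noxa peptide wells and 100% = peptide-only wells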
Bcl-XL Bim block: inhibitors of Bim-Bcl-XL interaction, human | Q07817 | 190,000 compounds, 0.04% hits | Bim peptide-Bcl-XL binding, bead flow cytometry, fluorescence | inhibition, % at 10 µM
Target sequence (Q07817 whole entry, looked up): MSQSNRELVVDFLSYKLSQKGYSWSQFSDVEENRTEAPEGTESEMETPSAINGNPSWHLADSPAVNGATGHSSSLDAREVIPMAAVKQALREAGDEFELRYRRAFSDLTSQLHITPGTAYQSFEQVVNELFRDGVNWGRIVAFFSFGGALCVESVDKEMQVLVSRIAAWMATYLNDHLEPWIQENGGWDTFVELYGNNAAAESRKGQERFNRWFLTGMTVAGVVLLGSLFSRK
RGS7-Gao: regulators of human RGS7-Galphao interaction; AID 1439; 220,000 compounds, 0.35% hits; Multiplexed bead flow cytometry, RGS7-Galphao binding; actives lie on both sides; P09471; binding response (% of control), % at 10 µM; in the data active = binding response below about 49% or above about 150%; inconclusive = no clear call, values can overlap the other calls; inactive = in between;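 also: fluorescent Galphao held in activated GDP-AlF4 state binding bead-coupled RGS7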
Bim-Bfl-1: inhibitors of Bim-Bfl-1 interaction, human | inhibition, % at 10 µM | Q16548 | 190,000 compounds, 0.12% hits | AID 1008 | Bead-based flow cytometry, Bim-Bfl-1 binding inhibition;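 also: 0% = wells without compound plus tracer and 100% = blocker peptide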
Mcl1 Bid PPI: disrupts binding of human Mcl-1 to Bid peptide | 220,000 compounds, 0.97% hits | Q07820 | TR-FRET Mcl-1/Bid-Dy647 peptide binding, 1536-well | inhibition, % at 21.7 µM;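 active = compounds that cut the binding signal by more than half at the single screening dose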;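 also: His-tagged Mcl-1 with europium anti-His antibody binding Bid BH3 peptide; 0% = Mcl-1 plus peptide wells and 100% = peptide-only wells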
RGS8-Gao: human RGS8-Galphao interaction regulation | P09471 | multiplexed bead flow cytometry, RGS8-Galphao binding; actives lie on both sides | response (percent of control binding), % at 10 µM | 220,000 compounds, 0.34% hits | AID 1423; in the data active = response below about 60% or above about 140%; inactive = in between;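 also: Galphao activated as the GDP aluminium fluoride complex binding bead-coupled RGS8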
Bim-Bcl-2: disrupts Bim peptide binding to human Bcl-2. P10415. Bead-based flow cytometry, Bim peptide-Bcl-2 binding. inhibition, % at 10 µM. 190,000 compounds, 0.06% hits; in the data active = inhibition above about 40%; inconclusive = no clear call, values can overlap the other calls;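 also: 0% = no compound wells with probe peptide and 100% = reference peptide inhibitor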
Target sequence (P10415 whole entry, looked up): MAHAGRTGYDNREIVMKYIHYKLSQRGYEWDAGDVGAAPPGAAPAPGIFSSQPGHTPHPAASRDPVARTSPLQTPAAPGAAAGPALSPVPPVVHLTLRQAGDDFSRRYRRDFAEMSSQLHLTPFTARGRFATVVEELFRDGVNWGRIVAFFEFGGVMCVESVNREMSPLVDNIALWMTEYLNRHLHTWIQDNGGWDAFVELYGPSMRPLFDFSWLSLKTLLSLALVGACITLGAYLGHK
RGS4-Gao reg: human RGS4-Galphao interaction regulation; binding response (% of control), % at 10 µM; 220,000 compounds, 0.33% hits; Multiplexed bead flow cytometry, RGS4-Galphao binding; actives lie on both sides; P09471; AID 1415; in the data active = binding response below about 49% or above about 150%; inactive = in between;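 also: fluorescent Galphao activated with aluminum fluoride binding bead-coupled RGS4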
An asterisk follows results filed as active; ? = inconclusive; . = no result given. Rule as the data show it, unless noted: active = inhibition above about 40%. Compounds were not picked by outcome; any-hit rate near 2.7%.

SMILES	Bcl-W Bim block	Bim-Bcl-B	Bim-Mcl-1	Mcl1-Noxa inh	Bcl-XL Bim block	RGS7-Gao	Bim-Bfl-1	Mcl1 Bid PPI	RGS8-Gao	Bim-Bcl-2	RGS4-Gao reg
COCCN(C(=O)C(C)C)c1nnc(-c2ccc(C(C)(C)C)cc2)s1	-6	-4	0	-2	-4	100	-5	-26	103	-5	102
CN1CN(C)c2cccc3cccc1c23	23	-1	6	44	14	102	38	-21	99	24	98
Oc1ccc2[nH]cnc2c1CN1CCCCC1	1	-5	1	-3	4	100	-9	-15	103	-10	106
O=C(NCc1cccs1)C1CC(c2ccc(Cl)cc2)=NO1 (configuration not stated)	0	-3	-1	13	-2	96	-4	-11	96	2	92
COc1ccc(NC(=O)CN2CCN(CC(=O)Nc3ccc4c(c3)OCO4)CC2)cc1	1	-5	0	-16	-2	96	-10	4	98	-9	94
Cn1ncc(Br)c1C(=O)NC1C2CC3CC(C2)CC1C3 (configuration not stated)	-4	-5	-3	16	-4	101	-1	-4	103	-4	103
CN1c2ccsc2C(=O)/C(=C\Nc2cccc(C(F)(F)F)c2)S1(=O)=O	.	.	.	7	.	?	.	2	107	.	108
CCn1c(=S)[nH]c2c(c1=O)C(C)(C)Cc1ccccc1-2	0	-6	-3	20	-3	98	-4	-36	101	-3	102
ON=Cc1cccn1-c1ccccc1	0	-7	-3	-16	-7	111	-10	-19	106	-11	109
Nn1c(-c2ccc(O)cc2)nnc1-c1ccc(O)cc1	.	.	.	3	.	?	.	-62	102	.	103
CCOc1ccc2[nH]c(=O)c(CN(Cc3nnnn3Cc3ccco3)C3CCCCC3)cc2c1	-2	-15	-2	29	-5	99	-7	-26	98	-7	100
Cn1cccc1Cc1nnc(SCC(=O)Nc2nc3ccccc3s2)n1CCc1ccccc1	8	-7	-2	3	0	100	-7	-28	101	-5	98
COc1ccccc1C1/C(=C(/O)c2ccccc2)C(=O)C(=O)N1CC(C)C (configuration not stated)	-3	-6	-3	7	-10	103	-22	2	104	-10	105
Clc1cc(Cl)c(OCc2nc(-c3ccccn3)no2)cc1Cl	0	-6	-1	12	-8	96	-19	7	97	-10	98
COc1ccc(Cl)cc1NC(=O)CCCN1C(=O)CCC1=O	0	-37	-123	12	-7	99	-12	-16	101	-18	97
CCC1CCCCN1C(=O)CCc1nnc(Cc2cc(OC)ccc2OC)o1 (configuration not stated)	.	.	.	-24	.	?	.	-3	115	.	138
CN(Cc1ccccc1)C(=O)c1ccc2c(c1)NC(=O)C(N1CCOCC1)S2 (configuration not stated)	1	-3	0	11	-1	96	-1	-5	101	1	100
Cc1ccccc1NC(=O)Cn1nnc(S(=O)(=O)c2ccc(C(C)(C)C)cc2)c1N	-5	-7	-4	-11	-8	90	-1	-12	92	3	82
Cc1ccc(-c2cc(=O)c3cc(C)ccc3[nH]2)cc1	-5	-7	-2	12	-5	96	-2	19	98	-2	95
CCOC(=O)C1(Cc2cccc(OC)c2)CCN(Cc2ccc(C)s2)CC1	-3	-7	-1	6	-1	100	-5	1	102	-5	99
Clc1ccc(Cn2ncc3c(N4CCCCC4)ncnc32)c(Cl)c1	-2	-2	-2	-46	-1	94	-2	5	101	-4	95
Cc1ccc2c(c1)c(CC(=O)Nc1ccc(C)c(F)c1)c(C(=O)O)n2C	0	-10	0	16	-1	100	-15	-6	100	-11	94
CCOC(=O)c1ccc(NNC(=O)CC)c([N+](=O)[O-])c1	3	-2	0	-13	-1	101	1	-57	102	0	102
O=C(Nc1ccc(F)c([N+](=O)[O-])c1)c1ccc2c(c1)OCCO2	-3	-1	0	10	-3	109	-3	8	101	-2	101
COc1ccc(N/N=C(\C#N)C(=N)N2CCCCC2)cc1	.	.	.	17	.	?	.	-42	99	.	96

(next part)
SMILES	Bcl-W Bim block	Bim-Bcl-B	Bim-Mcl-1	Mcl1-Noxa inh	Bcl-XL Bim block	RGS7-Gao	Bim-Bfl-1	Mcl1 Bid PPI	RGS8-Gao	Bim-Bcl-2	RGS4-Gao reg
CCOC(=O)c1cnn(-c2ccccc2)c1-n1cccc1C(=O)C(=O)N(CC)CC	-1	-1	1	1	-2	117	-4	-37	107	-4	112
O=C(NCc1ccccn1)c1c(Cl)cccc1Cl	2	1	0	10	2	103	-1	-16	102	2	102
Cc1ccc(NC(=O)Nc2ccc(S(N)(=O)=O)cc2)cc1	-2	-6	-3	13	-6	96	-8	-9	95	-5	98
N#CC1CC(c2ccccc2)Nc2cc(Cl)ccc2N1 (configuration not stated)	.	.	.	3	.	?	.	-14	109	.	102
COC(=O)c1ccccc1NC(=O)Nc1nnc(N2CCC(C)CC2)s1	2	0	1	-10	4	93	2	-3	89	2	92
CC(=C/c1ccccc1)/C=N/NC(=O)c1cc(C)oc1C	-2	-9	-2	0	-4	96	-15	-17	99	-4	99
CCCCCC(=O)N1CCN(CCN=CC2=C(O)CC(c3cccs3)CC2=O)CC1 (configuration not stated)	0	-6	-2	13	-5	99	-18	-6	101	-12	100
O=C(Cn1c(=O)oc2cc(S(=O)(=O)N3CCCC3)ccc21)Nc1ccc(C(F)(F)F)cc1	13	12	9	19	2	98	1	-37	102	18	98
Cc1ccc(C)c(N2CCN(C(=O)c3csc4ccccc34)CC2)c1	-10	-10	-5	-2	-9	101	-4	0	101	-7	102
COc1ccc(OC)c(Nc2ccc(C(=O)O)cc2[N+](=O)[O-])c1	17	23	25	15	25	102	23	-19	101	22	103
COc1ccc2nc(NC(=O)CCN3C(=O)c4ccccc4C3=O)sc2c1	1	-3	-1	13	-1	100	-7	2	101	-5	102
Cc1nc2c(Cl)c(C)nn2c2c1CCC2	0	-3	1	9	-1	?	-2	-32	99	0	99
COc1ccc(C(=O)c2ccc(OC)cc2OC)cc1	.	.	.	-18	.	?	.	-43	100	.	96
CCOC(=O)c1sc2nc(C)c([N+](=O)[O-])c(COC)c2c1N	0	-5	-1	-2	-1	88	-3	-10	94	-7	90
CCCn1c(SCC(=O)Nc2c(C)cccc2C)nnc1C(C)C	-5	-12	-4	-6	-8	98	-17	-14	101	-10	101
CCN(CC)S(=O)(=O)c1ccc(NC(=S)NC(=O)CC(C)C)cc1	-1	-4	-2	14	-3	100	0	-31	100	-1	102
COc1ccc(CC(=O)Nc2cccc(-c3ccc4nncn4n3)c2)cc1OC	2	0	2	9	0	?	-3	-14	102	-1	98
COc1ccc(C(C(O)C(=O)c2c[nH]c3ccccc23)N2CCN(c3ccc(OC)cc3)CC2)cc1 (configuration not stated)	0	-7	0	5	0	110	-2	-14	104	-5	111
COc1ccc(CSc2nncn2N)cc1[N+](=O)[O-]	-5	-8	-7	10	-7	102	0	-9	101	0	101
COc1ccc(C(=O)c2ccccc2)c2c(O)ccc(C(=O)c3ccccc3)c12	2	-4	1	2	-3	98	-11	-13	96	-7	94
Cc1ccc(CC(NC(=O)c2ccccc2)C(=O)NC(C)C(=O)O)cc1 (configuration not stated)	-1	-3	23	0	-1	100	-2	-1	105	-1	106
O=C(/C=C/c1cnc2ccccc2n1)NC1CCCCCC1	-12	-13	-22	1	-11	101	-2	6	90	0	96
CCOC(=O)c1c(C)oc2ccc(OCc3cc(C(=O)OC)oc3C)cc12	-3	-9	-2	11	-9	100	-19	-12	100	-11	99
COC(=O)c1cccc(Nc2cc(C)nc(-c3ccccc3O)n2)c1	4	-2	3	.	1	106	-8	-5	98	-9	102
COc1ccc(N2C(=O)CSC2c2cccc(OC)c2OC)cc1 (configuration not stated)	-3	-6	-8	-11	-11	102	0	-2	103	-6	100

New compounds follow:
SMILES	Bcl-W Bim block	Bim-Bcl-B	Bim-Mcl-1	Mcl1-Noxa inh	Bcl-XL Bim block	RGS7-Gao	Bim-Bfl-1	Mcl1 Bid PPI	RGS8-Gao	Bim-Bcl-2	RGS4-Gao reg
O=C(CNC(=O)c1ccncc1)N/N=C/c1cccc([N+](=O)[O-])c1	-1	-3	-1	20	0	102	-2	-32	100	0	106
CC(=O)c1sc(NC(=O)c2ccc(Cn3cc(Br)cn3)o2)nc1C	0	-7	0	19	-2	104	-8	-9	102	-6	103
COC(=O)c1sccc1-n1cc(C#N)c(=O)n(C)c1=O	.	.	.	15	.	?	.	-40	93	.	85
Cc1cccc(Nc2nnc(SCC(=O)Nc3ncc(C(F)(F)F)cc3Cl)s2)c1C	-5	-9	-4	19	-8	91	-7	-14	93	-7	91
CCCS(=O)(=O)N1CCCC(C(=O)NC2CCCCC2)C1 (configuration not stated)	0	0	1	-9	3	99	-2	-3	100	0	100
O=C(NCC1CCS(=O)(=O)C1)NCC1CCS(=O)(=O)C1 (configuration not stated)	0	-6	-1	-5	-4	101	-11	-38	98	-8	100
Cc1cc(C)cc(NC(=O)Cn2c(-c3ccccc3Cl)nc3ccccc32)c1	-1	-6	0	4	-3	105	-12	-43	104	-9	103
CC(C)=CCOc1ccc2ccc(=O)oc2c1	0	-1	0	-11	-5	111	-8	-4	103	-3	109

Ordered by SMILES length (falling): part of the list above.
SMILES	Bcl-W Bim block	Bim-Bcl-B	Bim-Mcl-1	Mcl1-Noxa inh	Bcl-XL Bim block	RGS7-Gao	Bim-Bfl-1	Mcl1 Bid PPI	RGS8-Gao	Bim-Bcl-2	RGS4-Gao reg
Cc1ccc(CC(NC(=O)c2ccccc2)C(=O)NC(C)C(=O)O)cc1 (configuration not stated)	-1	-3	23	0	-1	100	-2	-1	105	-1	106
CC(=O)c1sc(NC(=O)c2ccc(Cn3cc(Br)cn3)o2)nc1C	0	-7	0	19	-2	104	-8	-9	102	-6	103
COC(=O)c1ccccc1NC(=O)Nc1nnc(N2CCC(C)CC2)s1	2	0	1	-10	4	93	2	-3	89	2	92
Cc1ccc(NC(=O)Nc2ccc(S(N)(=O)=O)cc2)cc1	-2	-6	-3	13	-6	96	-8	-9	95	-5	98
CC(=C/c1ccccc1)/C=N/NC(=O)c1cc(C)oc1C	-2	-9	-2	0	-4	96	-15	-17	99	-4	99
COc1ccc(N/N=C(\C#N)C(=N)N2CCCCC2)cc1	.	.	.	17	.	?	.	-42	99	.	96
